# Bioassay records as filed in PubChem.
# DAX1 inh-1 – NR0B1 (DAX1) inhibition. actives 0.99% (n = 340,000). AID 504766. P51843. inhibition, % at 6.75 µM. HEK293 Gal4-DAX1 luciferase reporter, luminescence;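 active means inhibition above the mean over all tested compounds plus 3 SD, cut at about 4.2% in these data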;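 further: 0% = DAX1-transfected cells with DMSO and 100% = empty-vector control cells with DMSO; inhibition shows as a rise in luminescence from relieved DAX1 repression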
# DAX1 inh-2 – inhibitors of DAX1 repression of SF-1 activated StAR promoter; HEK293T StAR-luciferase reporter, SF-1/DAX-1 repression relief; inhibition, % at 6.8 µM; actives 1.1% (n = 370,000); AID 652010;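 active means inhibition above the mean over all tested compounds plus 3 SD, cut at about 3.6% in these data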;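 further: 0% = DAX-1 cells with DMSO and 100% = cells lacking DAX-1 with DMSO; higher inhibition means more luminescence from relief of DAX-1 repression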
# hgDAF-12 ag – hgDAF-12 agonism, primary luciferase screen; activation, % at 6.8 µM; actives 1.8% (n = 370,000); HEK293 GAL4-hgDAF12 UAS-luciferase reporter, agonist luminescence; normalized to butyrate control;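 active means activation above a cutoff set at the mean of all screened compounds plus 3 SD, cut at about 10% in these data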;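 further: 0% = DMSO wells and 100% = sodium butyrate wells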
# hcDAF12 agonist – H. contortus DAF-12 activation, primary screen | actives 1.4% (n = 370,000) | AID 652067 | HEK293 hcDAF-12 lit1-tk-luc reporter, luminescence; 0% DMSO, 100% Δ7-dafachronic acid | activation, % at 6.8 µM;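 active means activation above the mean of all tested compounds plus 3 SD, cut at about 5.5% in these data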;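 further: 100% = response to 3 µM Δ7-dafachronic acid high control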
# sPLA2-III inh – Blocks human group III sPLA2 activity; actives 0.56% (n = 370,000); inhibition, % at 12.2 µM; QFRET BODIPY PC-A2 liposome hydrolysis, fluorescence;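 active means inhibition above mean plus 3 SD of compounds lying within the high and low control bounds, cut at about 19% in these data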;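 further: 0% = median of test compound wells and 100% = no enzyme DMSO wells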
# ADAM17 inh – inhibits human ADAM17; P78536; recombinant ADAM17, EDANS/DABCYL FRET peptide cleavage; inhibition, % at 6.95 µM; actives 0.83% (n = 370,000);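 active means inhibition above the mean of compounds lying between control limits plus 3 SD, set per campaign, cut at about 8.5% in these data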;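 further: 0% = DMSO-only wells as the low control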
# Target sequence (P78536 215-824 limits assumed): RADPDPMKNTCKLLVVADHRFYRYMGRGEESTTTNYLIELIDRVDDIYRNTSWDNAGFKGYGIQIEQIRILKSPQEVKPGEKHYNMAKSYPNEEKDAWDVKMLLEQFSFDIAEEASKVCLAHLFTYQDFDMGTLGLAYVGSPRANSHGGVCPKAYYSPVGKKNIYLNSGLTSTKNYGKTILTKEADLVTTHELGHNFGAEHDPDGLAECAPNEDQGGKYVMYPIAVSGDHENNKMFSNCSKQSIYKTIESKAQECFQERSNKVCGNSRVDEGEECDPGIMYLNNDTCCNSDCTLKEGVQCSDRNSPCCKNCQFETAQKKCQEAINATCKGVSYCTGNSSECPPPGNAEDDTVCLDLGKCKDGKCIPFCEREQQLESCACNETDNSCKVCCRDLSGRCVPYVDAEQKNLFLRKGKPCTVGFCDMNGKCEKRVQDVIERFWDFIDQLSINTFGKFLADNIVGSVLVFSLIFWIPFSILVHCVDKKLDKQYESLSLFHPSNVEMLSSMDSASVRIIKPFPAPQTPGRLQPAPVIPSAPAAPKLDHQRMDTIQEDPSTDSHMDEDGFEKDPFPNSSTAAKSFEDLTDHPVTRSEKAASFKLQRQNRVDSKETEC
# ssDAF-12 act – activates DAF-12 receptor from parasite S. stercoralis. AID 652126. HEK293 ssDAF-12/GRIP1 lit1-tk-luc reporter, luminescence; % of 3 µM dafachronic acid response. actives 1% (n = 370,000). activation, % at 6.8 µM;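 active means activation above the mean over all tested compounds plus 3 SD, cut at about 0.9% in these data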;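 further: 0% = DMSO-only wells and 100% = 3 µM delta7-dafachronic acid wells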
# PLC-beta3 inh – blocks human PLC-beta3 enzyme activity; Q01970; Purified PLC-beta3, fluorogenic substrate, fluorescence; inhibition, % at 12.2 µM; actives 0.18% (n = 370,000); AID 720704; in the data active means inhibition above about 11%;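 further: 0% = median of compound wells on plate and 100% = full blocker control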
# ADAM10 inh – inhibitors of human ADAM10; O14672; inhibition, % at 7 µM; actives 0.62% (n = 370,000); recombinant ADAM10, EDANS/DABCYL FRET peptide cleavage, 3 h; AID 720582;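 active means inhibition above a per-campaign cutoff equal to the mean of compounds falling between control-based bounds plus 3 SD, cut at about 20% in these data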;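 further: 0% = DMSO wells while the 100% control is not disclosed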
# Target sequence (O14672 214-748 limits assumed): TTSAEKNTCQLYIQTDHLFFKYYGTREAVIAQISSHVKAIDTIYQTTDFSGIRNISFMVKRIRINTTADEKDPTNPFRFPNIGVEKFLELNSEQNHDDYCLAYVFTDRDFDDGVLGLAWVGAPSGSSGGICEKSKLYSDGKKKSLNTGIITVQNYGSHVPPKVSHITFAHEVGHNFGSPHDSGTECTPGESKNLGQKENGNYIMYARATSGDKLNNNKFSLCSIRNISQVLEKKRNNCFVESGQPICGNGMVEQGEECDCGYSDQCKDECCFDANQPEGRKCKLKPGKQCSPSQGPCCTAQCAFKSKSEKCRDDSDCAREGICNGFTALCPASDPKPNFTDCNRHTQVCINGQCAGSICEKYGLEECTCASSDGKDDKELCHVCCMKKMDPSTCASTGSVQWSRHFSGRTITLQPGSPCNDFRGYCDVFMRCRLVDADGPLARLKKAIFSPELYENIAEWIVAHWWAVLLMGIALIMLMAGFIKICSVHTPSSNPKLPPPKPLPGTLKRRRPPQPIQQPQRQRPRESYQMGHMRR
# GAA850 FXN act – increases GAA850 frataxin promoter reporter activity; HEK293 lucGAA850 FXN promoter luciferase reporter, 24 h; percent of 10 µM SAHA response; AID 540364; actives 0.56% (n = 360,000); activation, % at 6 µM;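 active means activation above the average of all compounds screened plus 3 SD, cutoff fixed separately per campaign, cut at about 7.5% in these data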;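 further: 0% = DMSO wells and 100% = 10 µM SAHA wells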
# PLCg1 inh – inhibitors of human phospholipase C gamma1. purified PLC-gamma1, fluorogenic substrate, fluorescence. actives 0.84% (n = 370,000). inhibition, % at 12.2 µM; in the data active means inhibition above about 9.5%
# The depositor's hits bear a star; i = inactive; / = no result given.
SMILES,DAX1 inh-1,DAX1 inh-2,hgDAF-12 ag,hcDAF12 agonist,sPLA2-III inh,ADAM17 inh,ssDAF-12 act,PLC-beta3 inh,ADAM10 inh,GAA850 FXN act,PLCg1 inh
CCCNC(=O)Cn1c(=O)/c(=C\c2ccc(-c3cccc([N+](=O)[O-])c3)o2)s/c1=C\C(=O)C(C)(C)C,-0.2,0.0,-0.4,2.6,-4.0,-0.4,-1.3,-5.9,-5.3,1.4,-6.6
CCN(CC)CCN(C(=O)c1ccc(S(=O)(=O)N2CCCC2)cc1)c1nc2cc(C)cc(C)c2s1,0.7,0.8,1.0,-1.2,3.2,-2.3,-1.4,-8.7,-3.0,0.6,-0.7
COc1ccc(-c2nc3c(s2)CCc2onc(-c4ccc(Br)cc4)c2-3)cc1,0.3,-0.8,-1.6,0.1,0.2,1.5,-1.1,4.2,-6.8,-0.5,-0.3
COc1ccc(/C=C/S(=O)(=O)NCc2ccccc2)c(CNC(=O)OC(C)(C)C)c1,/,-1.1,-0.6,-1.2,0.3,3.9,-2.0,-4.0,6.7,/,0.8
Cc1cccc(C)c1NC(=O)C(C)NCc1cccs1 (stereo unspecified),1.5,0.4,-0.6,-1.4,0.1,-0.4,0.3,4.8,2.6,-1.9,4.6
Cc1ccc(OCC(=O)N(Cc2ccco2)C2CCS(=O)(=O)C2)cc1 (stereo unspecified),0.4,-0.7,-0.5,-1.8,1.3,-3.9,-1.1,-5.9,-3.9,-0.1,1.6
O=C(CCC(=O)Nc1ccc(F)cc1)N/N=C/c1ccncc1,-0.8,-0.1,8.3,0.6,-3.8,1.2,0.4,0.8,-0.9,1.1,-3.8
CCc1nnc(NC(=O)C2(C)COC(c3ccccc3)OC2)s1 (stereo unspecified),-0.1,0.1,3.0,-1.9,1.8,-4.8,-1.4,-5.5,-5.6,2.8,1.5
O=C(Cc1csc(Nc2nc(=S)[nH]c3ccccc23)n1)NCc1ccccc1Cl,0.3,-0.6,6.8,5.9*,9.8,-4.5,1.2*,-15.0,-1.6,0.9,-3.6
CCOCCOC(=O)c1ccc(NC(=O)c2cc(OC)c(OC)c(OC)c2Br)cc1,-1.1,-0.6,1.8,-0.5,-8.1,1.6,-2.1,-1.9,2.0,-0.5,-0.1
CCCNC(=O)N(C)C[C@@H]1Oc2ncc(Br)cc2C(=O)N([C@H](C)CO)C[C@@H]1C,0.9,-0.2,-2.4,-1.2,3.7,-1.4,-0.4,3.3,-10.4,-1.3,-3.4
CCOc1ccc(C(C)=O)cc1CN1C(=O)NC2(CCCCC2C)C1=O (stereo unspecified),-0.1,-0.8,0.1,-2.7,-5.9,-0.2,-1.4,0.6,2.4,-1.8,2.3
O=C(CSc1ncccn1)Nc1cccc2ccccc12,0.0,-0.2,3.3,6.2*,2.5,-4.4,-0.6,-2.6,7.0,2.1,1.8
CCC(C(=O)N1CCOCC1)n1c(C(=O)OC)cc2occc21 (stereo unspecified),-0.9,0.3,-0.3,-1.8,-1.7,1.8,-1.6,-1.5,4.5,0.1,-4.1
O=C(COC(=O)CCCOc1ccccc1)NNC(=O)c1ccc([N+](=O)[O-])cc1,0.3,-1.1,-0.9,-1.9,-11.8,-2.5,-0.9,-2.6,-6.4,3.0,0.8
CCC(C)(C)NC(=O)/C=C/c1ccc(OC)c(S(=O)(=O)N2CCOCC2)c1,-1.0,-0.5,-0.8,-0.2,9.7,-4.5,-1.4,-1.9,0.5,1.5,-0.5
CC1CCCC(NC(=O)COC(=O)c2ccc(S(=O)(=O)N3CCOCC3)cc2)C1C (stereo unspecified),0.2,0.6,0.9,2.3,-1.4,-3.1,-1.0,-2.1,2.8,-1.4,0.6
CC(=O)Nc1ccc(S(=O)(=O)N2CCN(Cc3cccnc3)CC2)cc1,1.4,-0.2,-2.7,-1.0,6.3,-0.2,-1.2,4.3,-0.1,0.7,1.9
COCCNc1nc(NCCOc2ccccc2Cl)c2sccc2n1,/,-1.8,-2.4,-3.4,-12.8,-2.6,-1.6,1.6,-9.9,2.9,2.0
CCC(C)(c1ccc(C(=O)OC)s1)c1ccc(C(=O)OC)s1,-0.1,-0.7,0.3,-2.2,-7.9,2.2,-1.8,-0.8,7.5,1.5,3.4
COC(=O)Nc1ccc(S(=O)(=O)N(C)CC(F)(F)C(F)F)cc1,1.0,-0.1,-0.5,-2.1,5.9,-3.0,-0.4,0.2,5.3,-1.5,2.7
Cc1ccn2cc(CNS(=O)(=O)c3ccc(Cl)s3)nc2c1,0.3,-0.1,0.5,-0.2,-5.4,-10.6,-1.6,-50.0,-19.2,-1.5,-39.4
O=C(Cc1ccccc1)N1O[C@H]2C=C[C@@H]1C2,/,0.7,1.1,-0.4,3.2,-3.8,-0.7,1.3,-6.6,/,0.4
O=C(CCc1ccccc1)N[C@H]1/C(=N/O)CCC[C@]12C(=O)N(Cc1ccccc1)c1ccccc12,/,-1.3,1.6,-2.6,1.6,-2.3,-1.5,-2.8,-8.2,/,0.7
CC1Cc2ccccc2N1C(=O)c1ccc(F)c(S(=O)(=O)N2CCOCC2)c1 (stereo unspecified),0.3,-1.5,-2.9,1.0,-0.3,-1.1,-0.3,1.3,-3.8,0.3,-1.4
CC(C)c1ccc(C(O)c2cnc(C(C)C)n2C)cc1 (stereo unspecified),-0.1,0.9,8.8,-0.2,7.7,-3.1,-0.2,0.5,-3.0,-0.2,1.4
C[C@@H]1CN(S(=O)(=O)C(C)(C)C)[C@@H](CCO)/C1=C\c1ccccc1,1.2,-0.2,-2.1,-0.5,6.4,1.0,-0.9,-2.7,-17.1,-0.6,-1.0
Cc1cc(C)cc(CC(=O)N2CCC2(C)C(=O)NS(=O)(=O)c2ccc(C#N)cc2)c1 (stereo unspecified),/,-1.2,0.2,0.4,-5.9,-1.8,-0.7,-6.4,-1.4,-0.6,1.3
Cc1cccc(NC(=O)C2C3CCCCC32)c1 (stereo unspecified),5.5*,0.4,4.4,-0.2,-4.5,-1.7,-0.8,-3.8,3.8,4.8,2.7
COC(=O)C1=C(C)N(Cc2ccc3c(c2)OCO3)C(=O)C1,0.3,-0.6,-1.0,-1.4,-21.1,1.2,-1.7,4.1,3.3,1.4,3.0

# Single records, as listed above:
# CC1CCCC(NC(=O)COC(=O)c2ccc(S(=O)(=O)N3CCOCC3)cc2)C1C (stereo unspecified) reads DAX1 inh-1 = 0.2; DAX1 inh-2 = 0.6; hgDAF-12 ag = 0.9; hcDAF12 agonist = 2.3; sPLA2-III inh = -1.4; ADAM17 inh = -3.1; ssDAF-12 act = -1.0; PLC-beta3 inh = -2.1; ADAM10 inh = 2.8; GAA850 FXN act = -1.4; PLCg1 inh = 0.6
# Cc1ccn2cc(CNS(=O)(=O)c3ccc(Cl)s3)nc2c1 reads DAX1 inh-1 = 0.3; DAX1 inh-2 = -0.1; hgDAF-12 ag = 0.5; hcDAF12 agonist = -0.2; sPLA2-III inh = -5.4; ADAM17 inh = -10.6; ssDAF-12 act = -1.6; PLC-beta3 inh = -50.0; ADAM10 inh = -19.2; GAA850 FXN act = -1.5; PLCg1 inh = -39.4

# Next part:
SMILES,DAX1 inh-1,DAX1 inh-2,hgDAF-12 ag,hcDAF12 agonist,sPLA2-III inh,ADAM17 inh,ssDAF-12 act,PLC-beta3 inh,ADAM10 inh,GAA850 FXN act,PLCg1 inh
Cc1cccc(NS(=O)(=O)c2ccc(C(=O)NCC(C)(C)N3CCOCC3)cc2)c1C,-0.9,-4.5,-3.1,-2.8,0.4,-2.2,-1.1,-3.2,-6.0,-3.5,1.9
Cc1ccc(C2=NNC(c3ccc(Cl)cc3)=Nc3ccccc32)o1,-0.2,-0.2,-0.5,2.2,-4.0,3.4,-0.5,1.1,13.2,3.6,0.6
Cc1ccc(-c2nn(-c3ccccc3)cc2/C=C/C(=O)OCC(=O)NC2CC2)o1,-0.7,-0.9,-1.2,-2.8,-11.2,-36.3,-0.8,i,-121.7,-0.4,i
Cc1onc(-c2ccccc2)c1-c1nnc(-c2ccccc2C(F)(F)F)o1,-0.3,-1.2,0.8,-2.4,-6.1,-0.2,-1.4,-7.6,5.8,1.4,-0.7
CCCCCCCCCCS(=O)(=O)N/N=C/c1ccc(O)cc1,3.0,-0.2,-0.2,-0.2,-29.9,6.9,-1.6,3.7,15.4,1.2,2.1
CC(C)(C)C(=O)Cn1nnc(-c2ccc(C(F)(F)F)cc2)n1,-0.6,-0.2,-1.0,-1.4,-58.8,-1.1,-0.3,-13.7,4.0,0.8,-9.0
Cn1cc(/C=C2\SC(=S)N(NC(=O)c3ccccc3)C2=O)c2ccccc21,-0.4,-0.5,1.2,3.9,-13.9,1.3,1.0*,-5.2,1.5,-0.5,-5.4
COc1ccc(C(=O)NCc2ccc3c(c2)OCO3)cc1,-0.4,0.0,-2.9,-1.6,1.4,-3.6,-1.0,1.0,2.1,0.6,-0.8
COc1cccc(NC(=O)CN(C)C(=O)Cn2c(=O)oc3ccccc32)c1,-0.3,0.2,-1.3,-1.4,10.4,-3.9,-1.3,1.4,-11.5,1.6,4.5
O=C(Nc1ccc(Cl)cc1)N1CCOCC1,0.0,0.5,1.1,0.3,1.3,-6.4,-0.9,-4.8,-2.7,2.0,-0.8
COc1ccc([C@H]2CC(=O)C=C(/C=C/c3ccccc3)C2)cc1,2.0,0.2,1.9,-0.9,1.0,-3.4,-1.0,-1.9,-3.9,2.2,-1.6
O=C1C2C3C=CC(CC3)C2C(=O)N1/N=C/c1ccco1 (stereo unspecified),0.9,0.4,-0.7,0.2,-3.0,-3.1,-1.5,1.0,-3.1,0.2,-3.1
O=C1CC(N2CCN(c3ncccn3)CC2)C(=O)N1CCc1ccccc1 (stereo unspecified),0.9,-0.4,0.4,0.9,1.6,-4.0,-1.3,-5.7,2.0,1.3,-3.2
C[C@@H]1CN([C@H](C)CO)S(=O)(=O)c2ccc(C#CC3CCCCC3)cc2O[C@H]1CN(C)C(=O)Cc1ccncc1,-1.3,-2.8,-1.0,-0.9,-13.5,-3.5,-0.9,-2.4,-8.3,-1.6,-2.0
COc1ccc(S(=O)(=O)N2CCOCC2)cc1NC(=O)c1ccc(-n2nc(C)cc2C)cc1,0.1,-0.1,0.2,-0.9,0.7,-1.1,-1.3,4.2,2.5,1.3,2.9
Cc1ccc(/C=C2\C(=N)N3N=C(CC(=O)N4CCCCC4)SC3=NC2=O)cc1,-0.2,0.3,-1.6,0.0,-16.6,-6.5,-1.1,-24.3,-15.4,2.4,-11.0
CN(CCC#N)C(=S)Nc1ccc(Oc2ccccc2)cc1,-0.4,-0.7,-2.0,-1.5,2.3,-0.8,-1.3,0.9,6.2,1.6,-0.3
Cc1cc(Br)cn2c(Cc3ccccc3)c(-c3ccccc3)nc12,/,0.0,-1.8,1.7,-3.5,7.4,-0.7,-8.5,-0.8,/,-4.8
O=S(=O)(Nc1cccc2[nH]ncc12)c1cccs1,1.3,-0.2,-3.0,-1.2,-2.5,-2.8,-1.2,-0.4,-0.4,2.8,-1.0
O=c1c(N2CCOCC2)nsn1Cc1ccccc1,0.5,-0.8,1.0,-1.9,-2.0,-3.0,-1.2,-0.5,0.9,-0.4,1.0
Clc1ccc(-c2csc(-c3cccnc3)n2)s1,2.4,0.2,3.6,0.6,6.4,-8.2,-0.1,-17.9,-20.7,2.7,-6.8
O=C(NCCOc1ccccc1)c1cncc(Br)c1,-0.9,2.1,7.1,1.2,1.6,3.5,0.4,2.9,10.7,3.1,5.8
